Assay outcomes from PubChem.
SENP6 block: SENP6 protease inhibition. Q9GZR1. Recombinant SENP6 catalytic domain, aminoluciferin luminescence. inhibition, % at 10 µM. hit rate 1.8% among 330,000. AID 2599;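 active = inhibition above about 50% at the single tested dose, limit read from the data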;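 also: plate controls were DMSO wells with enzyme for no effect and DMSO wells lacking enzyme for full effect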
SENP1 FRET inh: blocks the human SENP1 SUMO protease catalytic domain | Q9P0U3 | recombinant SENP1 catalytic domain, CyPet-SUMO1-YPet FRET cleavage | inhibition, % at 10 µM | hit rate 0.21% among 360,000 | AID 624204;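 active = inhibition at least 30% at 10 µM, raw YFP signal under a set limit, fluorescence ratio 0.5 to 1.5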;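 also: 0% = enzyme with DMSO and 100% = no enzyme wells; some results filed as inactive read as strong as hits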
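Material – human SENP1 catalytic domain · Input – SENP1 enzyme, 20 pM final · Compound dosing – single concentration of 10 µM compound, 0.5% DMSO final · Timing – enzyme reaction for 50 min at room temperature, dark · Measured by – FRET fluorescence in CFP and YFP emission channels · Control set – no-enzyme wells low, DMSO-plus-enzyme wells high control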
NR3A LBD binder: modulates the human NR3A ligand-binding domain; NR3A LBD differential scanning fluorimetry, Tm shift; 0% = protein alone, 100% = glycine-bound protein; Tm shift relative to glycine control, % at 25 µM; hit rate 2.5% among 340,000;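 active = melting temperature shift of at least 10% of the positive control shift, at one fixed dose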
ATG4B inh: blocks human ATG4B protease cleavage of LC3 substrate; ATG4B cleavage of LC3-PLA2, NBD-HPC fluorescence, 1 h; inhibition, % at 8.33 µM; hit rate 0.51% among 340,000; in the data active = inhibition above about 40%
Target sequence (Q9Y4P1 whole entry, looked up): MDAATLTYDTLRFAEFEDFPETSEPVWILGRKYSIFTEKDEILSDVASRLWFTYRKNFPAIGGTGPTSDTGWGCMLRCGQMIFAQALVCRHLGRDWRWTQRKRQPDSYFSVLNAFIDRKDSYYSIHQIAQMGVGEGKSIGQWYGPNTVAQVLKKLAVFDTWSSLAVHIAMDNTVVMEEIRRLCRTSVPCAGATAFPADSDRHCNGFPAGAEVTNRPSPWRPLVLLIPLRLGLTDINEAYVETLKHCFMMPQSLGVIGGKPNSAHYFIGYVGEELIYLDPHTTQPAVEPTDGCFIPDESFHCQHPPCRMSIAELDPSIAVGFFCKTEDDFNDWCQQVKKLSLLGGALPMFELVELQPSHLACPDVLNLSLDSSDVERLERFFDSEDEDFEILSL
PfG6PD inh: PfG6PD (Plasmodium falciparum) enzyme inhibition. inhibition, % at 20 µM. hit rate 0.78% among 350,000. PfGluPho enzyme, NADPH resazurin-diaphorase fluorescence;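 active = inhibition reaching at least a set limit at 20 µM in the primary screen, cut at about 59% in these data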;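 also: 0% = DMSO wells with substrate and 100% = DMSO wells lacking glucose-6-phosphate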
SENP8 block: inhibitors of human SENP8 protease; Q96LD8; recombinant SENP8, Nedd8 substrate fluorescence; inhibition, % at 20 µM; hit rate 0.64% among 360,000; in the data active = inhibition mostly above about 40%, no sharp cut-off; inactive = mostly below about 27%
hIAP activ: human IAP activation. purified human IAP, CDP-Star luminescence, 30 min; hits give high values; 1 = vehicle-only enzyme, 0 = enzyme-free background. activation factor at 10 µM. hit rate 0.16% among 330,000;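 active = activation factor of the enzyme at least 2-fold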; also: the source names both 10 and 20 µM as test concentration; values of inactives mirror those of a sister screen read the other way
Target sequence (P09923 whole entry, looked up): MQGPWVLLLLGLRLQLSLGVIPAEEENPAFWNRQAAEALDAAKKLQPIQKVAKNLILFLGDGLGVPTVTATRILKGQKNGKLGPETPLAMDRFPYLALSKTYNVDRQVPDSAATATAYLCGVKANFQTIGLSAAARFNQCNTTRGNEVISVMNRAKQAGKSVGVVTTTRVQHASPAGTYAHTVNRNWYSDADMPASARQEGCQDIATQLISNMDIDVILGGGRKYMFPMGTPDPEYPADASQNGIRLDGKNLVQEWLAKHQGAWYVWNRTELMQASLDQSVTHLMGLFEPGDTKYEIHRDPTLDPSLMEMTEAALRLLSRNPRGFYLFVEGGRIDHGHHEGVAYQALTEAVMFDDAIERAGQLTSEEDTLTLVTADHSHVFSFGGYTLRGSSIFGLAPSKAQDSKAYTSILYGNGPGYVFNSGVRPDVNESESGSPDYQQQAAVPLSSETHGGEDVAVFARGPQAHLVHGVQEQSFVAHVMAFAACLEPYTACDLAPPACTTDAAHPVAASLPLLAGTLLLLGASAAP
MPTP block: inhibitors of mitochondrial permeability transition pore; isolated mouse mitochondria, Ca2+ swelling absorbance, 30 min; inhibition, % at 10 µM; hit rate 1.4% among 360,000;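 active = inhibition of 50% or more, scaled per plate between neutral and stimulator controls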;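 also: 0% = DMSO wells given calcium and 100% = 1 mM EGTA wells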
* marks the source's active call; other numbers are inactive results; i = inactive; nt = not tested or not shown.

SMILES	SENP6 block	SENP1 FRET inh	NR3A LBD binder	ATG4B inh	PfG6PD inh	SENP8 block	hIAP activ	MPTP block
Cc1[nH]c2ccccc2c1C1=CN2CCS(=O)(=O)N=C2S1	-4	1	0	2	18	17	1	1.8
O=C(CN1C(=O)NC2(CCCCCC2)C1=O)Nc1ccccc1[N+](=O)[O-]	9	-1	1	-7	-4	15	1	-1.7
O=C(NNC(=O)c1ccccc1Br)c1cccc(Cl)c1	6	4	0	-4	-5	9	1.1	-0.3
C#CCN(C[C@@H]1[C@@H](OC(=O)NC2CCCC2)[C@@H](OC(=O)NC2CCCC2)Cn2c(=O)ccc(=O)n21)S(=O)(=O)c1ccc(C)cc1	nt	0	nt	nt	4	6	nt	-3.1
CCCCCNC(=O)c1cc(S(=O)(=O)N2CCCCC2)ccc1F	-21	1	10	-9	-5	14	1.1	1.7
C/C(=C\c1ccccc1)C(=O)Nc1nccs1	nt	1	-1	1	7	6	nt	-0.9
CCc1ccc(NC(=O)CSc2nc3ccccc3c(=O)n2CCCC(=O)NCCCN2CCOCC2)cc1	-11	2	-1	-7	-3	-14	1.2	-1.5
O=CC1=C(c2ccccc2)Oc2ccccc2O1	8	1	-1	5	-8	8	1	0.0
CCSc1nc2ccccc2n1C(=O)/C=C/c1ccc(OC)c(OC)c1	19	0	-2	-12	24	-30	0.95	1.0
COc1ccc(-c2csc(NC(=S)NC(=O)c3ccco3)n2)cc1	-2	1	0	-3	9	11	1.1	2.1
COc1ccc(Cc2nnc(Nc3ccc(C)cc3)o2)cc1OC	6	0	1	-7	14	8	1.1	0.8
CC(=O)c1cccc(CN2CCCC(C(=O)c3ccc4c(c3)OCO4)C2)c1 (stereo not drawn)	1	0	-3	1	10	-8	1.1	0.0

3 entries from above, field by field.
CCCCCNC(=O)c1cc(S(=O)(=O)N2CCCCC2)ccc1F
  SENP6 block = -21; SENP1 FRET inh = 1; NR3A LBD binder = 10; ATG4B inh = -9; PfG6PD inh = -5; SENP8 block = 14; hIAP activ = 1.1; MPTP block = 1.7

C/C(=C\c1ccccc1)C(=O)Nc1nccs1
  SENP6 block = nt; SENP1 FRET inh = 1; NR3A LBD binder = -1; ATG4B inh = 1; PfG6PD inh = 7; SENP8 block = 6; hIAP activ = nt; MPTP block = -0.9

CCc1ccc(NC(=O)CSc2nc3ccccc3c(=O)n2CCCC(=O)NCCCN2CCOCC2)cc1
  SENP6 block = -11; SENP1 FRET inh = 2; NR3A LBD binder = -1; ATG4B inh = -7; PfG6PD inh = -3; SENP8 block = -14; hIAP activ = 1.2; MPTP block = -1.5

Continuation.
SMILES	SENP6 block	SENP1 FRET inh	NR3A LBD binder	ATG4B inh	PfG6PD inh	SENP8 block	hIAP activ	MPTP block
Cc1ccc(-c2cc(C(F)F)nc(S(C)(=O)=O)n2)cc1	0	5	-1	-8	2	4	0.96	0.5
O=C(CSc1nnc(NC(=O)c2c(F)cccc2F)s1)NC1CCCCC1	-13	3	2	0	-32	13	1	-2.1
CCc1n(CC(O)COCC2CC=CCC2)c2ccccc2[n+]1C (stereo not drawn)	19	-1	-3	-5	-1	23	0.94	-0.5
COc1cc(CCC(=O)OCC(=O)Nc2cccc(S(=O)(=O)N(C)C)c2)cc(OC)c1OC	-19	3	-1	-3	-3	6	1.2	0.2
CC1CN(CCCOc2ccc([N+](=O)[O-])cc2)CC(C)O1 (stereo not drawn)	5	4	2	-4	-5	18	0.98	-0.3
Cc1csc(NC(=O)Cn2nc(C)c([N+](=O)[O-])c2C)n1	8	0	0	-6	8	8	0.9	-3.1
Cc1ccc(S(=O)(=O)N2CCCCC2)cc1NC(=O)CNCc1ccco1	-20	-1	1	-6	14	23	0.9	3.9
CCN(CC)Cc1c(C(=O)N/N=C/c2ccc(C)o2)nnn1-c1nonc1N	-15	0	1	1	5	-7	1	0.2
CCOC(=O)c1nc2ccc(C)cc2c2c1C1CC(c3c(Cl)cccc31)N2C(=O)OCc1ccccc1 (stereo not drawn)	nt	1	nt	nt	13	-62	nt	-0.8
N/C(=N\OC(=O)c1ccc2ccccc2c1)c1ccccc1Cl	73*	1	2	19	23	0	1.1	-1.6
COC(=O)c1c(O)c2ccccc2[nH]c1=O	4	3	0	-5	5	15	1.3	-1.3
Cc1cc(C)cc(SCc2noc(C(=O)NCCC(C)C)c2C(=O)NCCC(C)C)c1	-6	-1	-3	-3	18	15	1.1	3.0
CCN(CC(=O)Nc1ccccc1OC)C(=O)CN1C(=O)NC2(CCCC2)C1=O	-6	3	-1	3	24	0	0.94	0.0
Cc1cc(C)cc(C(=O)NC(CC(N)=O)c2ccc(N3CCN(c4ccccn4)CC3)c([N+](=O)[O-])c2)c1 (stereo not drawn)	-19	4	0	-1	-10	6	0.98	-0.1
Oc1cccc(C2c3[nH]c4ccccc4c3CCN2Cc2ccc3c(c2)CCO3)c1 (stereo not drawn)	4	-39	11*	9	0	-56	0.9	2.7
Cc1ccc(NS(=O)(=O)c2ccc(NC(=O)CN(c3cc([N+](=O)[O-])ccc3C)S(C)(=O)=O)cc2)c(C)c1	-22	4	13*	-5	-4	23	0.73	-3.3
Cc1ccc(S(=O)(=O)NC2=NCN(Cc3ccccc3)CN2)cc1	-2	1	-4	-13	9	24	1.1	1.5
CCOC(=O)C1=NNC(=O)C1	nt	0	2	-10	5	1	nt	-0.1
Cc1cc(NC(=O)COC(=O)/C=C/c2ccc(C)o2)no1	-11	0	3	-3	9	15	1.1	-1.4
COC(=O)c1ccccc1NC(=O)CSCC(=O)Nc1ccccc1OC	11	1	-1	2	28	8	0.74	2.0
COc1cc(-c2n[nH]c(=S)n2/N=C/c2cccn2C)cc(OC)c1OC	-4	0	1	15	55	3	1.1	2.1
Cc1ccc(S(=O)(=O)Nc2ccc(S(=O)(=O)Nc3cc(C)nc(C)n3)cc2)cc1	-11	-2	-1	-7	-10	14	1.1	-2.5
COc1ccc(N(Cc2ccccc2)C(=O)CSc2nnc(Cn3nnc4ccccc43)o2)cc1	-19	3	-4	-21	-6	4	0.97	0.4
CCn1c(C(=O)O)c(CC(=O)Nc2ccccc2F)c2ccccc21	-9	2	-2	4	3	13	1.2	0.5
O=C(CCC(=O)OCC(=O)c1ccccc1)Nc1cccc2cccnc12	-26	3	1	2	-9	4	1.1	-0.1
OCCC1CN(Cc2cn[nH]c2C2CCCCC2)CCN1C1CCCCC1 (stereo not drawn)	-2	0	-2	-8	-7	13	1	1.4
CC(=O)c1ccc(S(=O)(=O)Nc2ccc(-c3ccc4nncn4n3)cc2)cc1	-11	3	1	5	-15	2	1	-0.9
O=C(NCc1nc2ccccc2[nH]1)C1=C[C@H](C2CCCCC2)C[C@H](OCCCCO)O1	-9	0	2	-13	-12	19	1	-1.8
Cc1ccc(S(=O)(=O)/N=C(\c2ccccc2)N(C)S(=O)(=O)c2ccccc2)cc1	-7	3	-1	-15	27	8	0.79	1.4
Cc1c(Cl)c([N+](=O)[O-])nn1CCCC(=O)NC1CCCCC1	-7	0	-2	16	13	8	1.1	0.5
Cc1ccc(C(=O)N2CCC(C(=O)c3ccc(F)cc3)CC2)cc1	nt	1	1	0	-10	19	nt	-0.3
CCOc1ccc(NC(=O)CC2C(=O)NCCN2C(=O)Nc2ccccc2)cc1 (stereo not drawn)	-4	3	-2	0	-7	5	1.1	-0.4
Cc1ccc(C)c(N(CC(=O)NC2CCCC2)C(=O)CCC(=O)Nc2nccs2)c1	27	0	-1	1	-14	3	1.1	0.1
CC1(C)CC(=O)C=C(c2n[nH]nc2C2=CCCCC2)C1	nt	-34	nt	nt	-3	-4	nt	-0.1
CCOc1ccc(CCNC(=O)CCS(=O)(=O)c2ccc(Br)cc2)cc1OCC	-16	0	-1	-5	-8	18	1	-1.3
O=C1C(Cc2cccc([N+](=O)[O-])c2)S/C(=N/N=C/c2ccco2)N1c1ccccc1 (stereo not drawn)	5	1	0	2	5	21	1.1	-0.5

Structural class, those above containing an NH in an aromatic ring.
SMILES	SENP6 block	SENP1 FRET inh	NR3A LBD binder	ATG4B inh	PfG6PD inh	SENP8 block	hIAP activ	MPTP block
Cc1[nH]c2ccccc2c1C1=CN2CCS(=O)(=O)N=C2S1	-4	1	0	2	18	17	1	1.8
COC(=O)c1c(O)c2ccccc2[nH]c1=O	4	3	0	-5	5	15	1.3	-1.3
Oc1cccc(C2c3[nH]c4ccccc4c3CCN2Cc2ccc3c(c2)CCO3)c1 (stereo not drawn)	4	-39	11*	9	0	-56	0.9	2.7
COc1cc(-c2n[nH]c(=S)n2/N=C/c2cccn2C)cc(OC)c1OC	-4	0	1	15	55	3	1.1	2.1
OCCC1CN(Cc2cn[nH]c2C2CCCCC2)CCN1C1CCCCC1 (stereo not drawn)	-2	0	-2	-8	-7	13	1	1.4
O=C(NCc1nc2ccccc2[nH]1)C1=C[C@H](C2CCCCC2)C[C@H](OCCCCO)O1	-9	0	2	-13	-12	19	1	-1.8
CC1(C)CC(=O)C=C(c2n[nH]nc2C2=CCCCC2)C1	nt	-34	nt	nt	-3	-4	nt	-0.1

Continued:
SMILES	SENP6 block	SENP1 FRET inh	NR3A LBD binder	ATG4B inh	PfG6PD inh	SENP8 block	hIAP activ	MPTP block
CNS(=O)(=O)c1cc(NC(=O)c2cnc(SC)n2-c2ccccc2)ccc1C	-15	1	1	-21	8	1	1	-0.5
Cc1ccc(C(=O)COC(=O)CNC(=O)Cc2ccccc2)cc1[N+](=O)[O-]	-15	2	0	-7	9	14	0.91	-4.3
Fc1c(F)c(F)c(N/N=C/c2c[nH]c3ccccc23)c(F)c1F	-18	-8	76*	14	32	18	1.1	2.4
Cc1ccc(S(=O)(=O)N(CC(=O)NCc2ccncc2)Cc2ccccc2F)cc1	-13	-2	0	5	-9	1	1	1.1
Cc1ccc(N(CC(=O)Nc2ccc(-c3nc4ccc(C)cc4s3)cc2)S(C)(=O)=O)cc1	7	-44	-5	1	2	i	1.2	-1.3
O=C1CC(c2ccccc2)c2cccc(F)c21 (stereo not drawn)	-6	1	0	-5	2	24	0.99	-0.2
Cc1cc(C)cc(NC(=O)Nc2ccc(Cl)cn2)c1	-12	-1	0	-5	1	16	0.97	5.6
CC1=Nn2c(nc(-c3ccccc3)c2-c2ccccc2)N(CC(N)=O)C(=O)C1	-4	2	6	-10	4	4	0.95	-3.0
COc1cc(C(C2C(=O)CC(C)(C)CC2=O)C2C(=O)CC(C)(C)CC2=O)cc(OC)c1OC	-38	2	-2	8	11	17	1.1	-0.8
Cc1ccc(S(=O)(=O)CCC(=O)OCC(=O)N(C)CC(=O)Nc2ccc(F)cc2)cc1	-5	0	0	1	3	12	1.1	-0.7
COc1ccc(-n2nc(C(=O)O)cc2-c2ccccc2)cc1	12	-2	0	0	5	0	0.94	-0.9
CCOC(=O)N1CCN(C(=S)Nc2ccc(C)c(C)c2)CC1	-5	1	-1	-11	-3	-6	0.86	0.0
CCOc1ccc(C(=O)OCC(=O)Nc2ccc3c(c2)OCCO3)cc1OC	2	0	0	0	0	5	1.1	0.3
CC(C)Cn1c(C(C)C)nc([N+](=O)[O-])c1S(=O)(=O)c1ccc(F)cc1	-20	0	-1	6	9	22	1.2	2.9
O=C(COc1ccc2c(C(F)(F)F)cc(=O)oc2c1)Nc1ccc(N2CCOCC2)cc1	14	-37	-1	-21	6	-1	1.1	2.6
COc1ccc(C(CNC(=O)c2ccc(S(=O)(=O)Nc3ccccc3OC)cc2)N2CCCC2)cc1 (stereo not drawn)	nt	0	2	-29	10	7	nt	-0.6
